Source: PubChem BioAssay (National Center for Advancing Translational Sciences (NCATS))
HEK293 cAMP cs = parental HEK293 cAMP activation (counter-screen); Potency, µM (titrated, usually from 57.1 µM), for inactives: at the highest dose activation, hits mostly activators; parental HEK293 CNG cAMP sensor, membrane potential fluorescence; 73,000 tested, 2.5% active; further: potency means the concentration at half of the fitted maximal effect; % of control where 0% means no effect; nearly all actives have a fitted effect of over 55% in size
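Parental HEK 293 cells stably expressing a modified CNG channel (no TSHR) report cAMP rise as membrane depolarization. Membrane potential dye with 100 uM RO 20-1724 was loaded for 60 min at room temperature, then compound added for 30 min; fluorescence read at 590 nm.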
4-MU autofl = compound fluoresces in the 4-MU spectral region; compound autofluorescence, 340/450 nm, 4-MU equivalents; hits give high values; max dye-equivalent concentration, M; 59,000 tested, 11% active; AID 589; in the data active means max dye-equivalent concentration above about 10 nM; inconclusive means mostly about 1.1 nM to 9.6 nM
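Intrinsic fluorescence at 340/450 nm (ex/em) was read after 15 min at room temperature in pH 8.0, 100 mM Tris. Each compound concentration expressed as 4-MU-equivalent concentration from a six-point 4-MU standard series on each plate.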
A350 autofl = A350 region autofluorescence; Compound autofluorescence, 340/450 nm, Alexa 350 dye-equivalents; hits give high values; max dye-equivalent concentration, M; 59,000 tested, 11% active; in the data active means max dye-equivalent concentration above about 10 nM; inconclusive means mostly about 1.1 nM to 9.6 nM
Caspase-1 inhib = allosteric or competitive inhibitors of human caspase-1; P29466; Caspase-1 enzyme, Ac-WEHD-AFC fluorogenic rate; Potency, µM (doses to about 57.5 µM), inactives show at the top dose activity change, negative = inhibition, actives largely listed as inhibitors; 75,000 tested, 0.03% active; AID 900;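 further: potency means the concentration at half of the fitted maximal effect; plate controls were vehicle for no effect and no substrate for full effect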
Target sequence (P29466 120-297 limits assumed): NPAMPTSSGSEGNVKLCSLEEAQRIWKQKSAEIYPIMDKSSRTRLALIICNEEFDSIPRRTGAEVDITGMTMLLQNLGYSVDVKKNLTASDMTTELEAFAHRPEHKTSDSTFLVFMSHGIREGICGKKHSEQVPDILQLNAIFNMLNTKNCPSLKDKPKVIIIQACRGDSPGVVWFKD
Target sequence (P29466 317-404 limits assumed): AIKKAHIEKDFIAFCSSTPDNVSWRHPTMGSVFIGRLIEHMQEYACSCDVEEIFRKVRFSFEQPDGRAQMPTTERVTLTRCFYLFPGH
Casp7 inh = blocks human caspase-7 allosterically or competitively; P55210; recombinant caspase-7, Ac-DEVD-AFC fluorescence rate; Potency, µM (doses to about 57.5 µM), for the others: top-dose activity change, negative = inhibition, actives largely listed as inhibitors; 75,000 tested, 0.02% active; AID 889; active means well fitted inhibition curve with a large enough effect in the main read-out, with a control signal flat, not every such curve was filed as active; inconclusive means small, poorly fitted or top-dose-only effect, or a change in a side signal; further: potency means the concentration at half of the fitted maximal effect; % of control where 0% means no effect
Luciferase inh = firefly luciferase inhibition. P08659. AID 411. purified firefly luciferase, luminescence, 8 min. 72,000 tested, 2.2% active. Potency, µM (top dose mostly 57.1 µM), without a hit: at the top dose activity change, negative = inhibition, actives largely listed as inhibitors; further: potency means the concentration at half of the fitted maximal effect; on the % scale 0 is the no-effect control and ±100 the full control effect; nearly all actives have a fitted effect of over 40% in size
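Firefly luciferase (PKLight detection mix) with 10 uM ATP in pH 7.2 imidazole buffer (KCl, MgCl2, Tween 20, BSA). Compounds tested across a concentration series (qHTS). Luminescence read after 8 min at ambient temperature.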
ERK AVP inh = inhibitors of vasopressin-stimulated ERK signaling pathway; Potency, µM (series often up to 57.5 µM), without a hit: at the top dose activity, negative = inhibition, most hits filed as inhibitors; 72,000 tested, 0.99% active; HEK293-V1b, vasopressin-stimulated pERK AlphaScreen; further: potency means the concentration at half of the fitted maximal effect; on the % scale 0 is the no-effect control and ±100 the full control effect; nearly all actives have a fitted effect of over 55% in size
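Overnight-seeded V1b-HEK293 cells in 1% FBS got compound, then vasopressin (25 nM final, 5 min, 37C), then lysis buffer. AlphaScreen detection of phospho-ERK; activity normalized to basal and full-stimulation controls.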
Rhodamine fluor = rhodamine region autofluorescence; AID 594; Rhodamine-region fluorescence, 547/598 nm, Tris buffer; hits give high values; max dye-equivalent concentration, M; 59,000 tested, 0.05% active; in the data active means max dye-equivalent concentration above about 11 nM; inconclusive means between about 1.1 nM and that limit
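qHTS spectral profiling of compounds without any target or enzyme present, in pH 8.0 Tris buffer; plates were read after a 15-minute room-temperature incubation using the rhodamine-region filter set.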
Fluorescein autfl = compound fluoresces in the fluorescein spectral region; AID 593; Compound autofluorescence, 480/540 nm, fluorescein-equivalent; hits give high values; 59,000 tested, 0.91% active; max fluorescein-equivalent concentration, M; in the data active means max fluorescein-equivalent concentration above about 10 nM; inconclusive means between about 1.1 nM and that limit
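Compounds (23 nL) in 100 mM Tris pH 8.0, 15 min at room temperature, then fluorescence read at 480 nm excitation/540 nm emission. Signal converted to fluorescein-equivalent concentration from an on-plate fluorescein standard curve.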
Texas Red fluor = compound fluoresces in the Texas Red spectral region; 59,000 tested, 0.06% active; Compound fluorescence, Texas Red channel, 547/618 nm; hits give high values; max dye-equivalent concentration, M; in the data active means max dye-equivalent concentration above about 10 nM; inconclusive means between about 1.1 nM and that limit
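Spectral interference profiling: each compound concentration's relative fluorescence, read with a 547 nm excitation and 618 nm emission filter pair, was normalized to a per-plate Texas Red standard curve.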
Tau fil binding = binds recombinant human tau filaments. P10636. recombinant tau filaments, thioflavin S fluorescence, 15 h; filaments grown with octadecylsulfate alongside compound. Potency, µM (top dose mostly 57.1 µM), for inactives: at the top dose activity change, negative = inhibition. 71,000 tested, 2% active;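 further: potency means the concentration at half of the fitted maximal effect; on the % scale 0 is the no-effect control and ±100 the full control effect; actives lower thioflavin S fluorescence by blocking filaments or displacing dye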
Target sequence (P10636 whole entry, looked up): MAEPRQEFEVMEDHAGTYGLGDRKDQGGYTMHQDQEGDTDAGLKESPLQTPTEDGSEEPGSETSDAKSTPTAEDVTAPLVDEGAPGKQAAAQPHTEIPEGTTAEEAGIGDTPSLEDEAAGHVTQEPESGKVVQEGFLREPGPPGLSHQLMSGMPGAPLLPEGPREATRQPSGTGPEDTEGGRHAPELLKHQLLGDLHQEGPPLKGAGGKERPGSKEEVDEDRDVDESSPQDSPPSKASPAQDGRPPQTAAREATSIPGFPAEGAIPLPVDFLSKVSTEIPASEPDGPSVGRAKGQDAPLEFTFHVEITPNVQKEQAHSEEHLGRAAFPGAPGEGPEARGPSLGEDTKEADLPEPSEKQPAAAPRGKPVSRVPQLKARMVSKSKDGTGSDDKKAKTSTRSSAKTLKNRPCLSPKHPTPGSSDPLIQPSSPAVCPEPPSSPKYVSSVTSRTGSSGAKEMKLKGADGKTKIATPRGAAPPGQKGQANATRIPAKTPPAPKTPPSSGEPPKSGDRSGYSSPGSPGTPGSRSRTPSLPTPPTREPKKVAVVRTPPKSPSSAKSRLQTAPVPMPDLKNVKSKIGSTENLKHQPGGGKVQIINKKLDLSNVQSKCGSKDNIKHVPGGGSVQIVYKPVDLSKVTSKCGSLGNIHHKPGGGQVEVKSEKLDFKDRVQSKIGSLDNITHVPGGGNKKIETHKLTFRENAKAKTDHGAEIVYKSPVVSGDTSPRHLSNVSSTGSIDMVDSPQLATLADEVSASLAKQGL
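Recombinant tau protein (human, 1 uM final) plus 30 uM ODS in HEPES pH 7.4 with NaCl, DTT and thioflavine S. Compound present from the start; fluorescence at 510 nm after 15 h, 37 C.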
Active calls of the source: *; [ ] = remark or other dose. Unless noted, the call rests on the fitted dose curve; in most records, active means well fitted curve in the direction sought with a large enough effect; inconclusive means small, poorly fitted or top-dose-only effect, or another doubt; inactive means no such curve, though single readings can be large; an effect the other way counts as inactive or inconclusive. An excerpt; count on the stated rates, not on these rows.

Results for Cc1ccc2[nH]c(C(=O)O)c(NC(=O)CN3CCN(c4cccc(C)c4C)CC3)c2c1 ?
HEK293 cAMP cs: inconclusive; 4-MU autofl: inactive; A350 autofl: inactive; Caspase-1 inhib: -1%; Casp7 inh: 0%; Luciferase inh: -1%; ERK AVP inh: 16%; Rhodamine fluor: inactive; Fluorescein autfl: inactive; Texas Red fluor: inconclusive; Tau fil binding: 6%

How did CCc1nccn1S(=O)(=O)c1ccc(Br)cc1Br do in these assays?
HEK293 cAMP cs: 28%; 4-MU autofl: inactive; A350 autofl: inactive; Caspase-1 inhib: 3%; Casp7 inh: 2%; Luciferase inh: -5%; ERK AVP inh: -1%; Rhodamine fluor: inactive; Fluorescein autfl: inactive; Texas Red fluor: inactive; Tau fil binding: -2%

How did CCCn1c(-c2ccc(F)cc2)nc2c(NCCN3CCOCC3)nc(C)nc21 do in these assays?
HEK293 cAMP cs: 11%; Caspase-1 inhib: 3%; Casp7 inh: -2%; ERK AVP inh: -22%; Tau fil binding: 4%

How did CCc1ccc(N(CC(=O)O)S(=O)(=O)c2c(C)noc2C)cc1 do in these assays?
HEK293 cAMP cs: 3%; Caspase-1 inhib: -1%; Casp7 inh: -1%; Luciferase inh: 2%; Tau fil binding: -4%

How did Cc1ccc(-n2ncc3c(N4CCCC4)ncnc32)c(C)c1 do in these assays?
4-MU autofl: inactive; A350 autofl: inactive; Luciferase inh: -20%[25.5 µM]; Rhodamine fluor: inactive; Fluorescein autfl: inconclusive; Texas Red fluor: inactive

What do the screens show for `CCSc1nnc(NC(=O)C(CC)Oc2ccccc2)s1` (stereo not given)?
HEK293 cAMP cs: 17%; 4-MU autofl: inactive; A350 autofl: inactive; Caspase-1 inhib: -2%; Casp7 inh: -1%; Luciferase inh: 1%; ERK AVP inh: 7%; Rhodamine fluor: inactive; Fluorescein autfl: inactive; Texas Red fluor: inconclusive; Tau fil binding: -17%

What do the screens show for `COc1ccc(-n2c(SC3CCOC3=O)nc3ccccc32)cc1` (stereo not given)?
HEK293 cAMP cs: inconclusive; 4-MU autofl: inactive; A350 autofl: inactive; Caspase-1 inhib: -4%; Casp7 inh: 3%; Luciferase inh: 1%; ERK AVP inh: -26%; Rhodamine fluor: inactive; Fluorescein autfl: inactive; Texas Red fluor: inactive; Tau fil binding: -12%

How did COc1ccc(-c2nnc(SCCC(=O)O)n2-c2ccccc2)cc1 do in these assays?
HEK293 cAMP cs: 5%; 4-MU autofl: inactive; A350 autofl: inactive; Caspase-1 inhib: 3%; Casp7 inh: 3%; Luciferase inh: 1%; ERK AVP inh: -18%; Rhodamine fluor: inactive; Fluorescein autfl: inactive; Texas Red fluor: inactive; Tau fil binding: 5%

What do the screens show for `COc1ccc(-c2noc(-c3ccccc3-c3ccccc3)n2)cc1OC`?
HEK293 cAMP cs: 25%; 4-MU autofl: inactive; A350 autofl: inactive; Caspase-1 inhib: -1%; Casp7 inh: -2%; Luciferase inh: -2%; ERK AVP inh: 2%; Rhodamine fluor: inactive; Fluorescein autfl: inactive; Texas Red fluor: inactive; Tau fil binding: 4%

Results for CCC(c1nnnn1CCOC)N1CCN(C(=O)c2ccco2)CC1 (stereo not given) ?
HEK293 cAMP cs: 7%; 4-MU autofl: inactive; A350 autofl: inactive; Caspase-1 inhib: 2%; Casp7 inh: -1%; Luciferase inh: 3%; ERK AVP inh: -4%; Rhodamine fluor: inactive; Fluorescein autfl: inconclusive; Texas Red fluor: inconclusive; Tau fil binding: 8%

Overlap with the part before: 2 compounds; new compounds follow.
What do the screens show for `COc1ccc(-c2noc(-c3ccccc3-c3ccccc3)n2)cc1OC`?
HEK293 cAMP cs: 25%; 4-MU autofl: inactive; A350 autofl: inactive; Caspase-1 inhib: -1%; Casp7 inh: -2%; Luciferase inh: -2%; ERK AVP inh: 2%; Rhodamine fluor: inactive; Fluorescein autfl: inactive; Texas Red fluor: inactive; Tau fil binding: 4%

Results for CCC(c1nnnn1CCOC)N1CCN(C(=O)c2ccco2)CC1 (stereo not given) ?
HEK293 cAMP cs: 7%; 4-MU autofl: inactive; A350 autofl: inactive; Caspase-1 inhib: 2%; Casp7 inh: -1%; Luciferase inh: 3%; ERK AVP inh: -4%; Rhodamine fluor: inactive; Fluorescein autfl: inconclusive; Texas Red fluor: inconclusive; Tau fil binding: 8%

What do the screens show for `COc1ccc(N2CCN(C(=O)CC3NC4CCCCC4NC3=O)CC2)cc1` (stereo not given)?
HEK293 cAMP cs: 3%; 4-MU autofl: inactive; A350 autofl: inactive; Caspase-1 inhib: -2%; Casp7 inh: -3%; Luciferase inh: 3%; ERK AVP inh: -13%; Rhodamine fluor: inactive; Fluorescein autfl: inconclusive; Texas Red fluor: inactive; Tau fil binding: 1%

What do the screens show for `COC(=O)C1=C(C)N=C2SCCC(=O)N2C1/C=C/c1ccccc1` (stereo not given)?
HEK293 cAMP cs: 13%; Caspase-1 inhib: -3%; Casp7 inh: -2%; Luciferase inh: -1%; ERK AVP inh: -9%; Tau fil binding: -5%

Results for COc1ccc(CCNC(=O)CN(C)S(=O)(=O)c2cccc3nsnc23)cc1OC ?
HEK293 cAMP cs: inconclusive; 4-MU autofl: inconclusive; A350 autofl: inconclusive; Caspase-1 inhib: -1%; Casp7 inh: -1%; Luciferase inh: -4%; ERK AVP inh: 7%; Rhodamine fluor: inactive; Fluorescein autfl: inactive; Texas Red fluor: inconclusive; Tau fil binding: 1%

What do the screens show for `NC(=O)COc1ccc(NC(=O)OCc2ccccc2)cc1`?
HEK293 cAMP cs: 2%; 4-MU autofl: inactive; A350 autofl: inactive; Caspase-1 inhib: 0%; Casp7 inh: 0%; Luciferase inh: inconclusive; ERK AVP inh: -9%; Rhodamine fluor: inactive; Fluorescein autfl: inconclusive; Texas Red fluor: inactive; Tau fil binding: 2%

What do the screens show for `Cn1c(CSc2ncccn2)nnc1SCC(=O)N1CCCc2ccccc21`?
HEK293 cAMP cs: inconclusive; 4-MU autofl: inactive; A350 autofl: inactive; Caspase-1 inhib: -4%; Casp7 inh: 0%; Luciferase inh: 2%; ERK AVP inh: -17%; Rhodamine fluor: inactive; Fluorescein autfl: inactive; Texas Red fluor: inactive; Tau fil binding: -4%

How did CCN(CC)c1ccc(C(=O)OCC(=O)c2ccco2)cc1 do in these assays?
HEK293 cAMP cs: 6%; 4-MU autofl: inactive; A350 autofl: inactive; Caspase-1 inhib: -2%; Casp7 inh: 0%; Luciferase inh: -11%; ERK AVP inh: 15%; Rhodamine fluor: inactive; Fluorescein autfl: inconclusive; Texas Red fluor: inactive; Tau fil binding: 14%

What do the screens show for `Cc1[nH]nc2c1C1(CCN(C(=O)OCc3ccccc3)CC1)C(C#N)=C(N)O2`?
HEK293 cAMP cs: -7%; 4-MU autofl: inactive; A350 autofl: inactive; Caspase-1 inhib: -3%; Casp7 inh: -11%; Luciferase inh: 5%; ERK AVP inh: 9%; Rhodamine fluor: inactive; Fluorescein autfl: inactive; Texas Red fluor: inactive; Tau fil binding: -18%

What do the screens show for `CCn1c(=O)c2cc(C(=O)N3CCN(C(=O)c4ccco4)CC3)sc2c2ccccc21`?
HEK293 cAMP cs: -7%; Caspase-1 inhib: -1%; Casp7 inh: -3%; Luciferase inh: 2%; ERK AVP inh: inconclusive; Tau fil binding: 147%

Results for Cc1noc(C)c1S(=O)(=O)N1CCC(C(=O)N2CCN(c3ccccc3Cl)CC2)CC1 ?
HEK293 cAMP cs: 9%; 4-MU autofl: inactive; A350 autofl: inactive; Caspase-1 inhib: -6%; Casp7 inh: -1%; Luciferase inh: 1%; ERK AVP inh: 45%[activator]; Rhodamine fluor: inactive; Fluorescein autfl: inactive; Texas Red fluor: inactive; Tau fil binding: 0%

What do the screens show for `Nc1nnc(CCS(=O)(=O)c2cc(Cl)ccc2Cl)s1`?
HEK293 cAMP cs: 13%; Caspase-1 inhib: 1%; Casp7 inh: -1%; Luciferase inh: 2%; ERK AVP inh: 27%; Tau fil binding: -7%

How did CCCCOc1cccc(OCCCC)c1C(=O)Nc1cc(C)on1 do in these assays?
HEK293 cAMP cs: 2µM*; 4-MU autofl: inactive; A350 autofl: inactive; Caspase-1 inhib: 0%; Casp7 inh: 0%; Luciferase inh: 0%; ERK AVP inh: 20%; Rhodamine fluor: inactive; Fluorescein autfl: inconclusive; Texas Red fluor: inactive; Tau fil binding: -7%

What do the screens show for `CC1(C)CC(NC(=O)CCC2CCCC2)CC(C)(C)N1`?
HEK293 cAMP cs: -3%; 4-MU autofl: inactive; A350 autofl: inactive; Caspase-1 inhib: 1%; Casp7 inh: 1%; Luciferase inh: 1%; ERK AVP inh: 1%; Rhodamine fluor: inactive; Fluorescein autfl: inactive; Texas Red fluor: inactive; Tau fil binding: -14%

Results for C=CCOC(=O)C(C#N)c1nc2ccccc2nc1N1CCN(Cc2ccccc2)CC1 (stereo not given) ?
HEK293 cAMP cs: -64%[inhibitor]; 4-MU autofl: 1.2e-08M*; A350 autofl: inconclusive; Caspase-1 inhib: inconclusive; Casp7 inh: -24%; Luciferase inh: -3%; ERK AVP inh: inconclusive; Rhodamine fluor: inactive; Fluorescein autfl: inconclusive; Texas Red fluor: inconclusive; Tau fil binding: 1.6µM*

What do the screens show for `CC1=C(C(=O)N2CCCCCC2)C2(CCC(C)CC2)OC1=O` (stereo not given)?
HEK293 cAMP cs: 54%; 4-MU autofl: inactive; A350 autofl: inactive; Caspase-1 inhib: -3%; Casp7 inh: 1%; Luciferase inh: 2%; ERK AVP inh: -1%; Rhodamine fluor: inactive; Fluorescein autfl: inactive; Texas Red fluor: inactive; Tau fil binding: 9%
